Compound activity: PubChem, several laboratories
Tat transport – E. coli Tat export inhibitors, primary screen, MC4100, TorA-mCherry reporter, fluorescence, single point; hit rate 0.036% among 340,000; inhibition, % at 10 µM;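 active means mean replicate inhibition at least 50% and at least half of replicates individually reaching 50%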;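 further: exported cargo escapes ClpAP degradation while cytoplasmic cargo is degraded and loses fluorescence; 0% = median of neutral control wells and 100% = median of NaSCN control wells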
Ecoli viability – E. coli V3065 growth inhibition, primary screen, counter-screen for AddAB inhibitor project, absorbance, OD600 | 18 h | inhibition, % at 11.9 µM | hit rate 0.27% among 330,000 | AID 449728, 2010;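 active means inhibition above the campaign's mean inhibition across all tested compounds plus 3 SD, cut at about 9.9% in these data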;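 further: uninfected addAB+ strain grown without phage in ampicillin broth; 0% = DMSO wells and 100% = ciprofloxacin 0.95 µg/ml wells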
PfHsp90 yeast 2 – growth inhibition of PfHsp90-expressing yeast, primary screen, antimalarial PfHsp90 inhibitor project, S. cerevisiae, BacTiter-Glo luminescence, single point, set 2 | BacTiter-Glo ATP, 48 h; yeast lacking PDR1 and PDR3 efflux regulators | inhibition, % at 9.4 µM | hit rate 0.32% among 310,000;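 active means every replicate shows inhibition above about 80%, whatever the replicate mean, limit read from the data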;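 further: 0% = DMSO neutral controls and 100% = 20 µM radicicol positive controls; yeast relying on Plasmodium falciparum Hsp90 in place of its own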
Rtt109 HAT inh – inhibitors of C. albicans Rtt109/Vps75 HAT, primary screen, biochemical, ThioGlo CoA-SH fluorescence, plate reader. Histone acetyltransferase RTT109 (Candida albicans (strain SC5314 / ATCC MYA-2876)), …. purified Rtt109/Vps75, 4 h. inhibition, % at 34.9 µM. hit rate 0.16% among 330,000. AID 540336, 2011;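 active means inhibition of at least 50% in every replicate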
Target sequence (Q5AAJ8 whole entry, looked up): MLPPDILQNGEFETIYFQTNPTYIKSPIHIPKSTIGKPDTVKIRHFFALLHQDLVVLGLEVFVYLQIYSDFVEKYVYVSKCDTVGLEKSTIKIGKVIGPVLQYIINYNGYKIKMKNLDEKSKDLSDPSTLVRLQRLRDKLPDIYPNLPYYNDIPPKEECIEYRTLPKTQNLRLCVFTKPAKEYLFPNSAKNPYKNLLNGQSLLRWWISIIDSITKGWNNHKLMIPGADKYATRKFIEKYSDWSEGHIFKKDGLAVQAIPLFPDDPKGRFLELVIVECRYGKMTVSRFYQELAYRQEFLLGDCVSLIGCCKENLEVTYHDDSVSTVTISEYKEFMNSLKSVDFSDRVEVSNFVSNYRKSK
phage Ecoli inh – growth loss of phage-infected E. coli, primary screen, RecBCD inhibitor project, absorbance, with phage, HTS; hit rate 0.26% among 360,000; inhibition, % at 11.9 µM; AID 651602, 2012; in the data active means inhibition above about 11%
AddAB inh – growth inhibition of E. coli expressing H. pylori AddAB, primary screen, AddAB inhibitor project, absorbance. inhibition, % at 11.9 µM. hit rate 0.29% among 330,000. AID 435030, 2010; in the data active means inhibition above about 12%;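 further: 0% = vehicle wells of infected cells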
DAGLB inhibitor – DAGLB lipase inhibitors, primary screen, biochemical, fluorescence, HTS; Diacylglycerol lipase-beta (Homo sapiens), Q8NCG7; HEK293T DAGLB membrane lysate, EnzChek fluorogenic substrate; inhibition, % at 5.17 µM; hit rate 0.059% among 340,000; in the data active means inhibition above about 34%;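 further: 0% = enzyme with vehicle and 100% = wells lacking enzyme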
Target sequence (Q8NCG7 whole entry, looked up): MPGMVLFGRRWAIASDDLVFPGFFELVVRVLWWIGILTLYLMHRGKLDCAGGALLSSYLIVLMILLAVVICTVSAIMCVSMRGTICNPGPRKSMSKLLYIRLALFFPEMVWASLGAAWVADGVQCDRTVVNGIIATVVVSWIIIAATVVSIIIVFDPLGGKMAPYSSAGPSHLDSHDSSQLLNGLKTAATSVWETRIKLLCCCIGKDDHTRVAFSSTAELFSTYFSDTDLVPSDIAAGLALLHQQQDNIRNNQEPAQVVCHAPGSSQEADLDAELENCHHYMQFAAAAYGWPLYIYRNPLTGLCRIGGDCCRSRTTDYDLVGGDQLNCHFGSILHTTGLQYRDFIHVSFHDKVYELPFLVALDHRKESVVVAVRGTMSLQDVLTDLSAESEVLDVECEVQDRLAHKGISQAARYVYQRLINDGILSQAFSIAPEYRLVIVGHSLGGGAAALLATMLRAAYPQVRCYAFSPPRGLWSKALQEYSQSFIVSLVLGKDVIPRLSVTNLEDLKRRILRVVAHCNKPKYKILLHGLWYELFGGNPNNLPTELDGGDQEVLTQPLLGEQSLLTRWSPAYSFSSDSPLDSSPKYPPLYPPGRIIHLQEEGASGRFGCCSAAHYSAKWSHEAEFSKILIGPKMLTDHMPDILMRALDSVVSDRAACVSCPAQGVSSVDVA
CAL PDZ FP – CAL PDZ peptide-binding inhibitors, primary screen, biochemical, fluorescence polarization, Cer-tagged CAL PDZ, HTS; AID 504414, 2011; inhibition, % at 20 µM; Golgi-associated PDZ and coiled-coil motif-containing protein (Homo sapiens), Q9HD26; hit rate 0.02% among 330,000; purified CAL PDZ, TMR-peptide fluorescence polarization, 1 h;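 active means highest replicate inhibition of at least 40%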;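 further: plate controls were DMSO neutral control wells for no effect and unlabeled competitor peptide control wells for full effect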
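material = purified tagged CAL PDZ domain construct (CerCALP) | compound dosing = 20 µM, one dose | times = 1 h at RT | measured by = fluorescence polarization from S- and P-plane intensities, G-factor corrected | read-out = inhibition from polarization loss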
PvdQ acylase – P. aeruginosa PvdQ acylase inhibitors, primary screen, biochemical, fluorescence, plate reader and imaging, single point; PvdQ acylase [Pseudomonas aeruginosa LESB58]; purified PvdQ acylase; inhibition, % at 10 µM; hit rate 0.063% among 340,000; AID 488965, 2010; in the data active means inhibition above about 30%, passing the limit was not always enough;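 further: 0% = vehicle neutral wells and 100% = reference inhibitor wells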
Wnt act – Wnt/beta-catenin pathway activators, primary screen, cell-based, plate reader, single point | Wnt/beta-catenin reporter cell assay, activator | activation, % at 9.35 µM | hit rate 1.2% among 300,000; in the data active means activation above about 30%, passing the limit was not always enough;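 further: 0% = neutral control wells and 100% = positive control wells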
The depositor's hits bear a star; . = no result given.

No.	Molecule	Tat transport	Ecoli viability	PfHsp90 yeast 2	Rtt109 HAT inh	phage Ecoli inh
1	Cc1ccc(-c2cc(C(=O)Nc3cc(C)on3)c3ccccc3n2)c(C)c1	8	1.2	1	5	0.1
2	COCc1cc(C)n(CC(=O)N/N=C/c2ccc(-c3ccc(Cl)c(C(=O)O)c3)o2)c(=O)c1C#N	2	0.6	22	3	1.2
3	C/C(=C\C(=O)c1ccc(Br)cc1)NNC(=O)c1ccccc1	-8	-2.9	-1	3	-1.2
4	CCc1ccc(OCC(=O)NC(=S)Nc2ccc(Br)c(C)n2)cc1	3	-0.1	-4	.	2.0
5	COc1cccc(/C=C2\N=C(c3c(-c4ccccc4)noc3C)OC2=O)c1	6	-0.3	7	6	1.1
6	CCOC(=O)N1CCN(C(=O)c2ccc3c(=O)n(CCOC)c(=O)[nH]c3c2)CC1	-4	-0.2	.	7	2.8
7	O=C(C1=NN[C@@H]2C(=O)N(c3ccccc3C(F)(F)F)C(=O)[C@H]12)c1cnccn1	-7	-0.3	30	-6	1.5
8	Cc1ccc(NC(=O)C(C)OC(=O)COc2cccc(C(F)(F)F)c2)cc1 (stereo unspecified)	7	3.2	6	5	-1.2
9	Cc1ccc(S(=O)(=O)N(C)CC(=O)OCC(=O)NCCc2ccc(S(N)(=O)=O)cc2)cc1	0	-0.6	-3	-3	3.6
10	O=C1OCc2cc(NC(=O)C3CCCCC3)ccc21	-12	0.2	.	17	1.7

No.	AddAB inh	DAGLB inhibitor	CAL PDZ FP	PvdQ acylase	Wnt act
1	0.6	-6	-1.4	-8	-2
2	3.3	2	-3.6	-11	2
3	0.7	3	-0.5	-9	0
4	-0.2	-3	-2.5	6	-1
5	1.3	-1	-1.7	5	-3
6	2.5	-3	0.2	8	.
7	0.1	-2	-1.2	-14	0
8	-0.4	-3	0.3	-11	-2
9	-0.2	-1	-0.8	-3	-3
10	-0.8	0	-0.8	-16	-2

Going on with the list:
No.	Molecule	Tat transport	Ecoli viability	PfHsp90 yeast 2	Rtt109 HAT inh	phage Ecoli inh
11	O=C(N/N=C/c1ccc(N2CCOCC2)o1)c1cccc(F)c1	4	1.5	-21	2	2.2
12	O=C(Nc1c2c(nn1-c1ccccc1)CS(=O)(=O)C2)c1ccccc1Br	5	-0.3	-11	-1	1.7
13	COc1ccc(C(=O)CCS(=O)(=O)c2ccc(C)cc2)cc1OC	-15	-1.1	9	-1	0.8
14	Cc1nc2ncnn2c(N2CCN(c3cccc(C(F)(F)F)c3)CC2)c1C	6	-1.2	-16	-3	0.7
15	Cc1cccc(N2CCN(C(c3ccc(N(C)C)cc3)c3nnnn3C(C)(C)C)CC2)c1C (stereo unspecified)	-3	-1.4	35	4	2.7
16	Cc1cc(C)c(S(=O)(=O)N2CCCC(C(=O)N3CCOCC3)C2)c(C)c1 (stereo unspecified)	10	-0.3	-16	-8	0.7
17	CCC(CC)COC(=O)C1=C(C)NC(=O)NC1c1cccc([N+](=O)[O-])c1 (stereo unspecified)	1	1.6	3	2	-0.8
18	CCOC(=O)C1=C(COC(=O)Cc2ccccc2F)NC(=O)NC1C (stereo unspecified)	-3	1.6	-5	-7	3.6
19	COc1ccc(/C=C/C(=O)NC2CCCCCC2)cc1S(=O)(=O)N1CCOCC1	1	0.4	13	0	5.1
20	COC(=O)c1ccc(C(=O)NC(=S)Nc2nc3c(s2)CC(C)CC3)cc1 (stereo unspecified)	-2	2.2	11	2	2.2

No.	AddAB inh	DAGLB inhibitor	CAL PDZ FP	PvdQ acylase	Wnt act
11	1.7	1	-2.0	-3	.
12	0.0	1	-2.2	-18	0
13	1.6	-1	-1.2	-10	3
14	0.2	6	-3.8	-11	.
15	3.0	0	-0.6	4	-6
16	-3.5	2	-2.1	-12	-3
17	4.5	4	-0.4	-11	0
18	0.9	3	-2.3	-5	-1
19	1.9	1	-1.2	2	8
20	2.9	-4	-1.5	-9	3

Five compounds already listed, sorted by heavy-atom count, lowest first:
No.	Molecule	Tat transport	Ecoli viability	PfHsp90 yeast 2	Rtt109 HAT inh	phage Ecoli inh
11	O=C(N/N=C/c1ccc(N2CCOCC2)o1)c1cccc(F)c1	4	1.5	-21	2	2.2
20	COC(=O)c1ccc(C(=O)NC(=S)Nc2nc3c(s2)CC(C)CC3)cc1 (stereo unspecified)	-2	2.2	11	2	2.2
14	Cc1nc2ncnn2c(N2CCN(c3cccc(C(F)(F)F)c3)CC2)c1C	6	-1.2	-16	-3	0.7
19	COc1ccc(/C=C/C(=O)NC2CCCCCC2)cc1S(=O)(=O)N1CCOCC1	1	0.4	13	0	5.1
15	Cc1cccc(N2CCN(C(c3ccc(N(C)C)cc3)c3nnnn3C(C)(C)C)CC2)c1C (stereo unspecified)	-3	-1.4	35	4	2.7

No.	AddAB inh	DAGLB inhibitor	CAL PDZ FP	PvdQ acylase	Wnt act
11	1.7	1	-2.0	-3	.
20	2.9	-4	-1.5	-9	3
14	0.2	6	-3.8	-11	.
19	1.9	1	-1.2	2	8
15	3.0	0	-0.6	4	-6

(listing goes on)
No.	Molecule	Tat transport	Ecoli viability	PfHsp90 yeast 2	Rtt109 HAT inh	phage Ecoli inh
21	c1cnc(N2CCN(c3ccc4ccccc4n3)CC2)nc1	18	2.0	-27	-5	2.7
22	O=C(CNS(=O)(=O)c1ccc2c(c1)OCCCO2)N1CCN(Cc2ccccc2)CC1	-15	-0.2	0	1	2.4
23	COc1ccc(S(=O)(=O)N2CCN(C(C)C(=O)Nc3ccc(C(C)C)cc3)CC2)cc1 (stereo unspecified)	1	-1.6	-18	11	0.3
24	NC(=O)c1c(NC(=O)c2ccccc2C(=O)O)sc2c1CCCC2	7	-3.2	-27	-14	0.3
25	COc1cc(C2Nc3ccccc3C(=O)N2NS(C)(=O)=O)c([N+](=O)[O-])cc1OC (stereo unspecified)	-3	-1.0	-25	-3	3.3
26	CC(=O)N1CCc2cc(S(=O)(=O)NCCC(=O)Nc3cc(C)cc(C)c3)ccc21	-3	0.5	-38	3	1.2
27	O=C(CCCN1C(=O)c2cccnc2C1=O)Nc1ccccc1F	-5	-2.1	14	5	-0.6
28	Cn1c(Cn2c(=O)sc3ccccc32)nnc1SCC(=O)N1CCCC1	4	0.0	18	-7	3.2
29	O=C(CN1C(=O)S/C(=C/c2cccs2)C1=O)N1CCCC1	3	-2.8	4	-6	0.5
30	C/C(=N/Nc1nc(C)cc(-c2ccccc2)n1)c1ccco1	9	1.5	-12	-20	-1.3

No.	AddAB inh	DAGLB inhibitor	CAL PDZ FP	PvdQ acylase	Wnt act
21	4.1	-1	-0.6	-11	37*
22	0.3	-1	-0.9	-9	-1
23	-0.8	-6	-1.5	8	-2
24	-0.3	1	-7.7	-16	0
25	-0.3	-1	.	-15	1
26	3.4	-2	-1.6	-8	.
27	3.6	0	-1.1	-25	-2
28	4.1	0	-0.5	10	4
29	1.4	1	-1.3	-10	1
30	2.8	2	-2.4	-14	20

(more compounds)
No.	Molecule	Tat transport	Ecoli viability	PfHsp90 yeast 2	Rtt109 HAT inh	phage Ecoli inh
31	Cc1cc(NC(=O)CCC(=O)N(c2ccccc2)C(C)C(=O)NC2CCCC2)no1 (stereo unspecified)	-3	-1.6	-14	1	1.7
32	Cc1cc(=O)c(C(=O)Nc2ccc(N3CCOCC3)cc2N2CCOCC2)nn1-c1ccccc1Cl	1	-2.5	-9	0	-1.0
33	COc1cc(-c2cc(=O)c3c(O)c(OC)c(OC)cc3o2)cc(OC)c1O	9	0.0	-14	7	1.6
34	CC(C)CN(C(=O)COC(=O)COc1ccc2ccccc2c1)c1c(N)n(Cc2ccccc2)c(=O)[nH]c1=O	-14	0.2	.	-10	2.7
35	Cc1ccc(C(=O)CC(=O)c2ccc(C(C)(C)C)cc2)cc1	2	0.0	0	23	5.1
36	O=C(CCN1C(=O)/C(=C/c2cccs2)SC1=S)Nc1ccccc1O	8	-0.6	5	-6	0.1
37	O=C(NCc1ccccc1CN1CCCC1)C1CCN(C(=O)c2ccc(F)cc2)CC1	-2	-2.2	1	2	0.1
38	NS(=O)(=O)c1ccc(CCNC(=O)CNC(=O)c2ccc(F)cc2)cc1	4	-0.1	-22	-7	-0.9
39	COC(=O)c1ccc(CC(=O)c2c(C)cc(O)cc2O)o1	11	-0.3	-14	1	4.6
40	Cc1sc2nc(SCC(=O)Nc3cccc(S(N)(=O)=O)c3)[nH]c(=O)c2c1C	-5	1.1	13	13	2.9

No.	AddAB inh	DAGLB inhibitor	CAL PDZ FP	PvdQ acylase	Wnt act
31	0.9	0	-1.6	-17	-2
32	0.1	2	0.6	2	-2
33	6.5	0	-2.7	-12	-1
34	-0.2	5	-1.7	-9	-6
35	-2.2	-4	-0.9	9	6
36	0.3	-2	2.0	2	-1
37	1.1	1	0.0	-8	-7
38	0.5	-4	0.4	0	-2
39	3.9	5	-1.4	-12	.
40	1.0	2	-1.8	-14	-1

(listing goes on)
No.	Molecule	Tat transport	Ecoli viability	PfHsp90 yeast 2	Rtt109 HAT inh	phage Ecoli inh
41	OCC1(CO)COC(c2ccccc2)=N1	16	-0.9	-2	-2	0.0
42	Cc1ccc(N2C(=O)C3C4C=CC(CC4)C3C2=O)c([N+](=O)[O-])c1 (stereo unspecified)	-8	0.1	1	5	3.2
43	CCN(CC)S(=O)(=O)c1cc(C(=O)OCC(=O)NC(=O)c2cccn2C)ccc1C	-4	-0.7	-12	-9	1.6
44	CN(C)c1ccc(/C=[N+](\[O-])C(C)(C)/C=N/O)cc1	5	-1.0	-8	-7	0.3
45	C=CC(COCc1ccccc1)N(Cc1ccccc1)S(=O)(=O)c1ccccc1Br (stereo unspecified)	-10	-0.2	-37	-5	2.2
46	O=S(=O)(NCC(c1ccco1)N1CCN(c2ccccc2F)CC1)c1ccc2c(c1)OCCO2 (stereo unspecified)	12	-1.5	-20	5	0.4
47	COc1cc(-c2cccc([C@H]3[C@@H]4C=CC[C@@H](C)[C@@H]4C(=O)N3Cc3ccccc3)c2)cc(OC)c1OC	1	0.9	-1	-1	0.6
48	Cc1ccc(-c2csc(=Nc3cccnc3)n2CCCn2ccnc2)cc1C	4	-3.6	2	15	2.0
49	COc1ccc(S(=O)(=O)N2CCCCC2)cc1NC(=O)C1CC(=O)N(c2ccc3c(c2)OCCO3)C1 (stereo unspecified)	6	1.6	.	17	0.4
50	O=C(Nc1ccc(Cl)c([N+](=O)[O-])c1)ONC1=NCCCCC1	9	0.9	-1	-1	1.2
51	CCC(NC(=O)NC1CCCCC1)c1ccccc1 (stereo unspecified)	0	-0.3	0	.	1.6
52	CCN(CC)c1nc2n(c(=S)n1)CCS2	-1	-0.2	-16	-11	3.1

No.	AddAB inh	DAGLB inhibitor	CAL PDZ FP	PvdQ acylase	Wnt act
41	0.5	-2	-2.4	11	-2
42	-0.3	1	0.0	0	0
43	2.9	2	0.9	-7	.
44	1.3	-1	.	-11	-1
45	-0.6	-23	0.0	-16	0
46	1.5	-10	-0.9	26	-6
47	0.4	-11	-0.3	-17	-2
48	3.3	4	-1.6	1	-3
49	2.4	-1	-1.7	-10	1
50	2.2	0	-1.1	-13	-2
51	1.4	2	-1.1	-8	.
52	1.8	3	-1.3	1	.

Outcome played no part in choosing rows; any-hit rate near 1.9%.
